Source: PubChem
SW480 rerep – DNA re-replication induction in SW480 cells. SW480 DNA re-replication, Hoechst DNA content imaging, 48 h. Potency, µM (top dose mostly 46.1 µM), for the others: at the top dose re-replication activation, hits mostly activators. actives 1.8% (n = 340,000); further: potency means the concentration at half of the fitted maximal effect; % of control where 0% means no effect; nearly all actives have a fitted effect of over 55% in size
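Compounds, transferred as 23 nL by pin tool, were incubated with cells for 48 hr; DNA content per nucleus was then quantified by Hoechst staining and fluorescence plate imaging.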
ATXN2 expr inh – ATXN2 expression inhibition; actives 0.72% (n = 360,000); Potency, µM (highest dose often 57 µM), for inactives: at the highest dose activity change, negative = inhibition, hits mostly inhibitors; HEK-293 ATXN2-luciferase reporter, luminescence, 24 h; AID 1745845; further: potency means the concentration at half of the fitted maximal effect; on the % scale 0 is the no-effect control and ±100 the full control effect; nearly all actives have a fitted effect of over 55% in size
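ATXN2-luciferase reporter cells (luciferase flanked by upstream and downstream ATXN2 gene portions) were treated 24 h at 37 °C with compounds at up to 57 uM. SteadyGlo luminescence gave expression; GF-AFC fluorescence gave viability.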
KB-3-1 cytotox – KB-3-1 parental cell cytotoxicity; KB-3-1 viability, CellTiter-Glo ATP luminescence, 72 h; Potency, µM (highest dose often 46.1 µM), inactives show top-dose activity change, negative = cytotoxic, usual class: cytotoxic; actives 1.4% (n = 400,000); AID 1347075; further: potency means the concentration at half of the fitted maximal effect; on the % scale 0 is the no-effect control and ±100 the full control effect; nearly all actives have a fitted effect of over 60% in size
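Parental KB-3-1 adenocarcinoma cells in phenol-red-free DMEM with 10% FBS were pin-treated with compounds at several concentrations, incubated 72 h at 37 °C, and viability read by CellTiter-Glo luminescence; concentration-effect curves were fitted after normalization.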
HT1080 IDH1KD tx – kills HT-1080 cells with IDH1 knockdown. actives 2% (n = 360,000). AID 686971. Potency, µM (top dose mostly 46.1 µM), for inactives: top-dose activity, negative = toxicity, actives largely listed as cytotoxic. HT-1080 IDH1 knockdown viability, ATP luminescence, 48 h;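 further: potency means the concentration at half of the fitted maximal effect; 0% = DMSO wells and -100% = cell-free medium wells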
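Knockdown cells (IDH1KD HT-1080) received compounds 2 h after plating at 750 cells/well and were kept 48 h at 37 °C in 5% FBS RPMI. A CellTiter-Glo luminescence read gave % activity for curve fitting.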
WRN helicase inh – WRN helicase (human) inhibition | Q14191 | WRN helicase unwinding, fluorescent forked duplex, kinetic | Potency, µM (series often up to 114 µM), for the others: at the top dose activity change, negative = inhibition, hits mostly inhibitors | actives 0.46% (n = 360,000); further: potency means the concentration at half of the fitted maximal effect; on the % scale 0 is the no-effect control and ±100 the full control effect; nearly all actives have a fitted effect of over 55% in size
Target sequence (Q14191 whole entry, looked up): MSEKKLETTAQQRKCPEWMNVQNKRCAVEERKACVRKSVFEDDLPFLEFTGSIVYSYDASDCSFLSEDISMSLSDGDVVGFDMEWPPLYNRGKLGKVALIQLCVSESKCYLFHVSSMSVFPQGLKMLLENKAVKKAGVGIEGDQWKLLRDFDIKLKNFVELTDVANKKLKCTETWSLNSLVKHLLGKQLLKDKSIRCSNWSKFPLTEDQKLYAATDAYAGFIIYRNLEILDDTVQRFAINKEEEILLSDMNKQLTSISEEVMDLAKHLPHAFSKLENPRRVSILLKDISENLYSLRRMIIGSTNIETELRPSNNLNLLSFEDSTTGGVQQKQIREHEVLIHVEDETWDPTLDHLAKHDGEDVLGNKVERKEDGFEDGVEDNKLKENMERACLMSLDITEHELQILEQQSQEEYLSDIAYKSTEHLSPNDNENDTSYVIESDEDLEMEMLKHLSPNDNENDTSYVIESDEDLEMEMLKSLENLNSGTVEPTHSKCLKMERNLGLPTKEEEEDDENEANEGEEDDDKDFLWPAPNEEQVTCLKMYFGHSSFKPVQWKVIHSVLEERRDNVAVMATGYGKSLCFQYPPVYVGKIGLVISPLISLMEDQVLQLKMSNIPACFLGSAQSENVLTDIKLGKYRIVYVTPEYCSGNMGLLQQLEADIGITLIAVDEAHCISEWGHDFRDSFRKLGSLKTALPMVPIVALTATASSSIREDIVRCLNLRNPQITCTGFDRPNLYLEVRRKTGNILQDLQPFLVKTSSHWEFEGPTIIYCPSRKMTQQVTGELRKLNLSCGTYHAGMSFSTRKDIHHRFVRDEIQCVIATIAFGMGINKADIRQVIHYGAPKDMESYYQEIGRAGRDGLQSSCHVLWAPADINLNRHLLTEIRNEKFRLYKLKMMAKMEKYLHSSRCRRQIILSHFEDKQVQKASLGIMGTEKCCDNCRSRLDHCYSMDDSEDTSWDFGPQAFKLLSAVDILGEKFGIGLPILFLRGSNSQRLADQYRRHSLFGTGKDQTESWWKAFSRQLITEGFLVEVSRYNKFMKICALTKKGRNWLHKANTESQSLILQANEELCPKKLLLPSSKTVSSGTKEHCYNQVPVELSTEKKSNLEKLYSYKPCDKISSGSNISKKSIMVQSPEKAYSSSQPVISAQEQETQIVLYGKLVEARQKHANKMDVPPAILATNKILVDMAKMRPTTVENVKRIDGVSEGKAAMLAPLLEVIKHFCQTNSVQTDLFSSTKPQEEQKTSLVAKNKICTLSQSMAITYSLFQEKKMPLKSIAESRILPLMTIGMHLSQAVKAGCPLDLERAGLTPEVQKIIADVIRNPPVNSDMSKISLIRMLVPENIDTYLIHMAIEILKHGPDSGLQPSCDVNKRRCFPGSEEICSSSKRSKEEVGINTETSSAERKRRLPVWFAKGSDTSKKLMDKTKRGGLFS
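Screening of the MLSMR collection measured strand separation of a quenched forked DNA duplex (100 nM) by 20 nM WRN with 2 mM ATP, all final. Compounds were preincubated with enzyme 15 min at room temperature.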
HT1080NT lethal – kills 2HG-producing HT-1080-NT fibrosarcoma cells; HT-1080-NT fibrosarcoma viability, CellTiter-Glo ATP luminescence, 48 h; Potency, µM (doses to about 46.1 µM), for inactives: top-dose activity, negative = less viability, usual class: cytotoxic; actives 1.6% (n = 360,000);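 further: NT is the 2HG producing partner of a matched IDH1 knockdown line; potency means the concentration at half of the fitted maximal effect; 0% = DMSO-treated cells and -100% = media-only wells without cells; nearly all actives have a fitted effect of over 55% in size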
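HT-1080-NT fibrosarcoma cells (2HG-overproducing), 750 cells/well in RPMI with 5% FBS, dosed after 2 h and incubated 48 h at 37C. CellTiter-Glo luminescence normalized to DMSO and no-cell wells; concentration-response curves fitted and classed.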
MCF10A rerep – inducers of DNA re-replication in MCF 10A breast cells; MCF 10A DNA re-replication, Hoechst nuclear intensity, 48 h; Potency, µM (doses to about 46.1 µM), for the others: at the top dose activity, positive = re-replication, usual class: activators; actives 2.9% (n = 350,000); further: potency means the concentration at half of the fitted maximal effect; % of control where 0% means no effect; nearly all actives have a fitted effect of over 50% in size
KB-V1 MDR tox – kills drug-selected multidrug resistant KB-V1 cells | KB-V1 MDR cells viability, CellTiter-Glo, 72 h | Potency, µM (series often up to 46.1 µM), for the others: at the top dose activity change, negative = cytotoxicity, usual class: cytotoxic | actives 3.4% (n = 400,000) | AID 1347076; further: potency means the concentration at half of the fitted maximal effect; on the % scale 0 is the no-effect control and ±100 the full control effect; nearly all actives have a fitted effect of over 60% in size
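KB-V1 MDR subline cells in DMEM (phenol-red free, 10% FBS) exposed to compounds in qHTS concentration series for 72 h at 37 degrees C. Viability read by CellTiter-Glo luminescence; concentration-effect curves fitted after normalization and correction.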
IL1B secr inh – blocks inflammasome-driven IL-1 beta release; THP-1 LPS/ATP IL-1B secretion, AlphaLISA, 16 h; hits give low values; activity change, % at 57.5 µM; actives 4.7% (n = 360,000); in the data active means activity change below about -50%; inconclusive means mostly about -30% to -49%; further: on the % scale 0 is the no-effect control and ±100 the full control effect
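THP-1 cells pretreated 1 hr with compounds (up to 57.5 uM final), then stimulated with LPS (250 ng/mL final) plus ATP (1.25 mM final); secreted IL-1B measured by AlphaLISA after 16 hr, decreased signal indicating inhibition.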
* = called active by the depositor; u = inconclusive; x = not tested or not shown; [ ] = remark or other dose. Unless noted, the call rests on the fitted dose curve; in most records, active means well fitted curve in the direction sought with a large enough effect; inconclusive means small, poorly fitted or top-dose-only effect, or another doubt; inactive means no such curve, though single readings can be large; an effect the other way counts as inactive or inconclusive.

Molecule | SW480 rerep | ATXN2 expr inh | KB-3-1 cytotox | HT1080 IDH1KD tx | WRN helicase inh | HT1080NT lethal | MCF10A rerep | KB-V1 MDR tox | IL1B secr inh
O=C(COC(=O)c1cc(S(=O)(=O)N2CCOCC2)c(Cl)cc1Cl)c1ccc[nH]1 | -12% | 12% | -1% | -23% | 1% | -20% | u | -14% | -99*
COC(=O)c1c(C)[nH]c(C(=O)COC(=O)Cn2cc(C(F)(F)F)ccc2=O)c1C | 1% | -38% | u | 0% | -8% | 2% | -3% | u | 16
CNc1ccc(Cl)cc1S(=O)(=O)c1ccccc1[N+](=O)[O-] | x | u | u | u | -5%[57.1 µM] | u | x | -51% | -11
CCn1c(=O)c([N+](=O)[O-])c(NCc2ccc3c(c2)OCO3)c2ccccc21 | -9% | x | -19% | -3% | -9%[11.6 µM] | -19% | 4% | u | 2
COc1cc(C(=O)N2CCN(c3ccccn3)CC2)cc(OC)c1OC | -3% | -1% | -4% | 1% | -3% | 7% | -8% | -30% | 55
CC(C(=O)Nc1ccccc1)N(C)Cc1cccs1 (centres undefined) | -2% | -9% | -3% | 18% | 0% | 16% | 3% | -10% | 13
CC(=O)Nc1ccc(S(=O)(=O)N(C)CC(=O)OCC(=O)N(C)c2ccccc2)cc1 | -30% | 11% | 5% | 5% | 9% | 5% | 3% | 25% | 0
CCOC(=O)CCP(=O)(O)C(O)c1ccc(OC)cc1 (centres undefined) | 1% | 3% | -4% | -2% | -1% | -9% | 8% | -5% | 0
Cc1cc(-n2c(C)c3c(C)nnc(C)c3c2C)ccc1N | u | -11% | 1% | -2% | -32% | 2% | 21µM* | -11% | x
Cc1ccc(C)c(-n2[nH]c3c4c(ccc3c2=O)C(=O)c2ccccc2C4=O)c1 | -1% | -8% | u | -2% | -13%[57.1 µM] | -1% | 18µM* | u | -7
CCOC(=O)/C(C#N)=C/Nc1cc(C(=O)OCC)cc2c(OC)c(OC)ccc12 | 23µM* | 6% | -5% | -6% | 0% | 0% | 2.6µM* | 0% | 12
COCCSc1nnc(NC(=O)COc2ccc3c(c2)OCO3)s1 | -1% | -10% | 0% | -19% | -3% | -6% | 4% | 0% | -6
O=C(NC1CCCCC1)N1CCCc2ccccc21 | -6% | 3% | 3% | 7% | 9% | 12% | -2% | 14% | 41
CCOC(=O)N1CCC(NC(=O)c2ccc3snnc3c2)CC1 | -9% | -15% | 0% | -5% | -6% | -4% | 0% | -10% | 14
COC(=O)[C@]1(CC(C)C)N[C@H](c2ccc(-c3cccc(Cl)c3)cc2)[C@@H]2C(=O)N(C)C(=O)[C@@H]21 | -1% | -35% | u | -16% | -8% | u | -8% | u | u
COc1ccc(CCNC(=O)C23CN(Cc4ccccc4)CC2C(c2ccc([N+](=O)[O-])cc2)=NO3)cc1 (centres undefined) | -7%[9.22 µM] | 1% | -17% | -3% | 1% | -1% | -3% | -2% | u
CC(=O)Nc1ccc(S(=O)(=O)NC2CC(=O)N(c3cccc(F)c3)C2)cc1 (centres undefined) | -10% | 5% | -4% | 2% | -1% | 2% | -1% | 19% | 1
O=C(Cn1ccc(NC(=O)OCc2ccccc2)nc1=O)NCc1ccc2c(c1)OCO2 | -16% | -2% | -11% | -1% | 0% | 0% | 2% | -27% | -7
CC(=O)c1ccc(OCC(=O)N(C)CC(=O)Nc2ccc(N3CCOCC3)cc2)cc1 | -13% | 0% | 0% | -1% | -3% | -1% | 0% | 4% | 30
CC1(C(=O)NCc2ccccc2)Cc2c(-c3cccc(C(F)(F)F)c3)ccnc2O1 (centres undefined) | x | -12% | 16µM* | 3.7µM* | -4% | u | x | 6.5µM* | 68
O=C1CSC(c2ccccn2)N1c1ccc(Cl)c(Cl)c1 (centres undefined) | -1% | x | -8% | -9% | -2% | -1% | 0% | 0% | 0
COc1ccc(/C=C2\C(=O)c3ccccc3OC2c2ccccc2)cc1 (centres undefined) | u | u | u | u | -2% | u | 10µM* | 7.3µM* | 17
c1ccc2c(c1)CCN(c1ncnc3c1[nH]c1ccccc13)C2 | u | u | -28% | u | -26% | u | u | 9.2µM* | -84*
COC(=O)C1(C(=O)OC)C[C@H](c2ccccc2)N(Cc2ccccc2OC)[C@@H]1c1ccccc1 | x | x | u | -11% | -5% | -7% | x | u | 12
COc1cccc(N2CCN(C(=O)CCNS(=O)(=O)c3ccc(F)c(F)c3)CC2)c1 | 7% | x | -7% | -18% | 2% | 0% | 3% | -16% | 25
COc1ccccc1OCC(=O)Nc1ccc(C(N)=O)cc1 | 6% | -6% | 0% | -30% | -4% | 2% | 3% | 0% | -14
NNC(=O)c1cnn(-c2ccccc2)c1C(F)(F)F | -1% | 6% | 19% | 0% | -1% | 5% | 0% | 21% | 12
O=C(Nc1ccc(-c2cn3c(n2)SCC3)cc1)c1ccc2c(c1)OCO2 | -9% | -5% | u | -15% | 1% | -4% | -4% | u | -6
Cc1cc(NS(=O)(=O)c2ccc(NC(=O)Cc3cccs3)cc2)no1 | 1% | 8% | 5% | 9% | -6% | 7% | -2% | 2% | 0
O=C(NCCc1ccccc1)/C(=C\c1ccc([N+](=O)[O-])cc1)NC(=O)c1ccc(Br)cc1 | 9% | -27% | 3% | -24% | -9% | -22% | -49%[inhibitor] | -5% | 18
Cc1cccc(-n2c(O)c(C=NC3CCS(=O)(=O)C3)c3ccccc3c2=O)c1 (centres undefined) | 1% | 1% | 16% | -1% | 8% | -3% | -2% | 11% | 13
COc1ccc(CCNC(=O)C2CC(O)CN2S(=O)(=O)c2ccc(Cl)cc2)cc1OC (centres undefined) | 14% | -11% | 0% | -15% | -10% | u | 6% | 0% | 6
COc1ccc(S(=O)(=O)N2CCSC2c2ccc(N)cc2)cc1 (centres undefined) | -4% | -1% | 5% | 0% | 3% | -4% | 23% | -16% | 22
O=C1/C(=C/c2ccc(F)cc2)Oc2cc(OC(=O)N3CCOCC3)ccc21 | -7% | -5% | 14% | 11% | -24% | 12% | -3% | -9% | 9
CCCCNS(=O)(=O)c1ccc2nc(SCC(=O)Nc3ccccc3)[nH]c2c1 | u | -13% | 4% | -13% | -22% | -2% | 13% | -17% | 0
Cc1nc2ccccn2c1C(=O)NCC(C)C | -84%[inhibitor] | x | 1% | 0% | -1% | -1% | 2% | 16% | 56
O=C(Nc1cccc(C(=O)N2CCCCC2)c1)C1CCC1 | 1% | 6% | 15% | 9% | 2% | 7% | -4% | 8% | 20
COc1ccc(CN(C)CC2CCCN(CCc3ccc(F)cc3)C2)cc1OC (centres undefined) | 30% | x | -2% | -21% | 9% | u | 10% | -18% | u
CCOC(=O)c1cc(-c2ccccc2)sc1NC(=O)C(C)OC(=O)c1ccncc1 (centres undefined) | -19% | -4% | 2% | 19% | 5% | 20% | 16% | u | -15
COc1cc(C2NC(=O)NC(O)(C(F)(F)F)C2C(C)=O)cc(OC)c1OC (centres undefined) | 2% | -13% | -2% | -1% | -4% | 11% | -7% | 16% | 0
CCOC(=O)N1CCN(C(=O)c2ccc(CS(=O)(=O)c3ccccc3OC)o2)CC1 | -6% | 8% | 0% | 7% | 0% | -1% | -1% | 0% | 6
Cc1ccc(S(=O)(=O)N2CCN(C(=O)CN3CCCCC3)C2C(C)C)cc1 (centres undefined) | -2% | 2% | -1% | 4% | 3% | 22% | 3% | u | 0
NC(CO)c1csc(Nc2ccc(C(F)(F)F)cn2)n1 (centres undefined) | x | 14% | 0% | -25% | -5% | -15% | x | 4% | -5

10 consecutive compounds out of the list so far:
Molecule | SW480 rerep | ATXN2 expr inh | KB-3-1 cytotox | HT1080 IDH1KD tx | WRN helicase inh | HT1080NT lethal | MCF10A rerep | KB-V1 MDR tox | IL1B secr inh
O=C(COC(=O)c1cc(S(=O)(=O)N2CCOCC2)c(Cl)cc1Cl)c1ccc[nH]1 | -12% | 12% | -1% | -23% | 1% | -20% | u | -14% | -99*
COC(=O)c1c(C)[nH]c(C(=O)COC(=O)Cn2cc(C(F)(F)F)ccc2=O)c1C | 1% | -38% | u | 0% | -8% | 2% | -3% | u | 16
CNc1ccc(Cl)cc1S(=O)(=O)c1ccccc1[N+](=O)[O-] | x | u | u | u | -5%[57.1 µM] | u | x | -51% | -11
CCn1c(=O)c([N+](=O)[O-])c(NCc2ccc3c(c2)OCO3)c2ccccc21 | -9% | x | -19% | -3% | -9%[11.6 µM] | -19% | 4% | u | 2
COc1cc(C(=O)N2CCN(c3ccccn3)CC2)cc(OC)c1OC | -3% | -1% | -4% | 1% | -3% | 7% | -8% | -30% | 55
CC(C(=O)Nc1ccccc1)N(C)Cc1cccs1 (centres undefined) | -2% | -9% | -3% | 18% | 0% | 16% | 3% | -10% | 13
CC(=O)Nc1ccc(S(=O)(=O)N(C)CC(=O)OCC(=O)N(C)c2ccccc2)cc1 | -30% | 11% | 5% | 5% | 9% | 5% | 3% | 25% | 0
CCOC(=O)CCP(=O)(O)C(O)c1ccc(OC)cc1 (centres undefined) | 1% | 3% | -4% | -2% | -1% | -9% | 8% | -5% | 0
Cc1cc(-n2c(C)c3c(C)nnc(C)c3c2C)ccc1N | u | -11% | 1% | -2% | -32% | 2% | 21µM* | -11% | x
Cc1ccc(C)c(-n2[nH]c3c4c(ccc3c2=O)C(=O)c2ccccc2C4=O)c1 | -1% | -8% | u | -2% | -13%[57.1 µM] | -1% | 18µM* | u | -7
